procasp3 activ – procaspase-3 (human) activation. P42574. recombinant procaspase-3 D3A, Ac-DEVD-pNA absorbance 405 nm. activation, % at 8.5 µM. 330,000 compounds, 0.11% hits;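 active = activation above the mean of all tested compounds plus 3 SD, cut at about 21% in these data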;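 also: 0% = DMSO alone and 100% = DMSO wells spiked with extra 5 µM PC-3 D3A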
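Test system: Procaspase-3 D3A mutant; medium: Zinc-free HEPES/NaCl buffer with 0.01% Triton X-100 at pH 7.4; reagent: DEVD-pNA substrate; doses: one concentration, 8.5 µM nominal, 0.8% DMSO; times: 1 h preincubation plus 2 h reaction at 25 °C; signal: Epi-absorbance at 405 nm of released p-nitroaniline, 0 and 120 min; replicates: singlicate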
TPT1 inhibitor – blocks Candida albicans tRNA 2'-phosphotransferase; AID 1962; recombinant caTPT1, FP RNA substrate dephosphorylation; inhibition, % at 5 µM; 300,000 compounds, 0.81% hits;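 active = inhibition above the mean of all tested compounds plus 3 SD, set per screening campaign, cut at about 24% in these data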;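 also: plate controls were DMSO alone for no effect and ferristatin control at 100 nM for full effect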
core dimer inh – HCV core protein dimerization inhibition; TR-FRET GST/Flag-core106 dimerization, 1536-well; AID 1899; 300,000 compounds, 0.33% hits; inhibition, % at 5 µM;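 active = inhibition above the mean of all tested compounds plus 3 SD, set per screening campaign, cut at about 45% in these data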
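Material: GST/Flag-tagged HCV core106 proteins. Incubation: 4 h, 22.5 °C incubation. Read-out basis: inhibition (%) from 671 over 617 nm ratio. Measured by: TR-FRET, excitation 340 nm, emission 617 and 671 nm.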
GASC-1 inh – blocks human GASC-1 demethylase activity. 330,000 compounds, 0.069% hits. inhibition, % at 2.35 µM. Q9H3R0. AID 2099. GST-JMJD2C(1-420) H3K9me3 demethylation, DELFIA europium;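 active = more than half of a compound's replicate wells show inhibition beyond 50%, single wells judged on their own value; inconclusive = some, but no more than half, of replicates pass 50% inhibition; inactive = no replicate passes 50% inhibition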;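 also: signal counts dimethyl H3K9 product captured on neutravidin plate; 0% = median of DMSO wells and 100% = 0.3 times that DMSO median; strong numbers were not always called active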
Target sequence (Q9H3R0 1-420 limits assumed): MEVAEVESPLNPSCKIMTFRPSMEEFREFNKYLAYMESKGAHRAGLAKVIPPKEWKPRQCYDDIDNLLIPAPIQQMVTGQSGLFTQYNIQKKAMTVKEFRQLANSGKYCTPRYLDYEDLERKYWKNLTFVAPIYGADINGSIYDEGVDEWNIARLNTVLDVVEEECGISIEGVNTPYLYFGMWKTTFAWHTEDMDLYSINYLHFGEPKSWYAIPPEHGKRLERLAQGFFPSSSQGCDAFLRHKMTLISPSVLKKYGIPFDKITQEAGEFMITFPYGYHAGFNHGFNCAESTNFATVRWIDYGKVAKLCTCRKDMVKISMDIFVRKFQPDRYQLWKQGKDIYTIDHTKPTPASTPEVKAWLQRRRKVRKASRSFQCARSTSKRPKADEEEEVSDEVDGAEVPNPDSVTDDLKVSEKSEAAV
CTSL1 counter – blocks F. hepatica cathepsin L1 in PFM18AAP counter-screen | inhibition, % at 5.96 µM | 300,000 compounds, 0.49% hits | AID 1906 | recombinant F. hepatica cathepsin L1, Z-Leu-Arg-MCA fluorescence;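 active = inhibition above the mean of all tested compounds plus 3 SD, set per screening campaign, cut at about 17% in these data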;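 also: 0% = plate median of test compound wells and 100% = 1 µM Z-Phe-Ala-diazomethylketone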
procasp7 counter – counter-screen for procaspase-3 activators: activators of human procaspase-7. activation, % at 8.5 µM. 330,000 compounds, 0.093% hits. AID 463210. recombinant procaspase-7, Ac-DEVD-pNA absorbance 405 nm; D23A/D198A/D206A triple mutant, cannot self-cleave; scale: DMSO 0, 5 µM enzyme 100;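 active = percent activation above the screen-wide mean plus 3 SD, cut at about 25% in these data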
Target sequence (P55210 whole entry D23A/D198A/D206A): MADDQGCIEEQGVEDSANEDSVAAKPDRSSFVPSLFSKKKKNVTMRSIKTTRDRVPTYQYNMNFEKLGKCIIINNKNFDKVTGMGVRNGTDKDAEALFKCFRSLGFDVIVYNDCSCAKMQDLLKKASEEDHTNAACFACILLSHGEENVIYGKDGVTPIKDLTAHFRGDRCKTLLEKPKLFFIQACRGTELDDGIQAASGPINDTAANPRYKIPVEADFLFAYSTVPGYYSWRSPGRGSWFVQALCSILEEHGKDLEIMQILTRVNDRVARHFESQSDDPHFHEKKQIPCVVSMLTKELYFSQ
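Material: Procaspase-7 triple mutant (PC-7 D3A) | Quantity: 2 µM procaspase-7 mutant as dispensed | Reagent: DEVD-pNA substrate | Times: 1 h preincubation, 2 h reaction | Technique: 405 nm absorbance of p-nitroaniline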
PP5 primary – PP5 (human) phosphatase inhibition. purified PP5c, OMFP substrate fluorescence. AID 1987. inhibition, % at 6.7 µM. P53041. 320,000 compounds, 0.18% hits;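 active = inhibition above the campaign's mean inhibition across all tested compounds plus 3 SD, cut at about 9.5% in these data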;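 also: 0% = DMSO only and 100% = 100 µM cantharidin control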
Efflux pump mplx – inhibitors of Candida antifungal efflux pumps expressed in yeast; AID 485275; inhibition, % at 10 µM; S. cerevisiae Candida pump triplex, Nile Red efflux; 330,000 compounds, 0.44% hits;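 active = plate passing quality check with inhibition over a set limit, or well fluorescence over plate mean plus 4 SD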;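 also: Nile Red retained in pooled yeast measured as flow cytometry median fluorescence; 0% = buffer negative control and 100% = Enniatin B positive control; higher means more Nile Red kept so more efflux inhibition; some compounds called inactive have numbers as strong as hits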
PP1 inh – PP1-alpha (human) inhibition in PP5 counter-screen; purified PP1alpha, OMFP fluorescence; inhibition, % at 6.7 µM; 320,000 compounds, 0.9% hits;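 active = inhibition above the mean inhibition of all tested compounds plus 3 SD, computed separately for each screening campaign, cut at about 15% in these data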
Active calls of the source: *; u = inconclusive; x = not tested or not shown. A portion of the library; count on the stated rates, not on these rows.

| cpd | SMILES | PP5 primary | GASC-1 inh | TPT1 inhibitor | PP1 inh | procasp3 activ |
| --- | --- | --- | --- | --- | --- | --- |
| 1 | COc1ccccc1CNC(=O)CCC(=O)N1C[C@H]2C[C@@H](C1)c1cccc(=O)n1C2 | 1.6 | u | -1 | -4 | 0 |
| 2 | O=C1N=c2ccccc2=C/C1=C\c1c(O)[nH]c(=S)[nH]c1=O | 1.0 | 1 | -2 | 1 | -19 |
| 3 | CC(=O)Nc1cc(C(=O)N2CCC3(CC2)OCCO3)ccc1S(=O)(=O)c1ccc(Cl)cc1 | 0.1 | -4 | 2 | -5 | 1 |
| 4 | COCCNC(=O)Cn1cc(C=C2C(=O)NC(=O)NC2=O)c2ccccc21 | 1.3 | 11 | 3 | 0 | -6 |
| 5 | CCOc1ccc(N2C(=O)/C(=C\c3cccs3)C(=O)NC2=S)cc1 | -0.8 | -4 | 11 | -1 | -18 |
| 6 | S=P(Nn1cnnc1)(c1ccccc1)c1ccccc1 | 2.1 | 4 | -1 | -3 | 6 |
| 7 | CC(=O)C1C2c3ccccc3O[C@@]1(C)N=c1s/c(=C/c3ccoc3)c(=O)n12 (some centres undefined) | 0.2 | -9 | 7 | 3 | 2 |
| 8 | CCCCCCn1c(=O)c(C(=O)Nc2nc(CC(=O)OCC)cs2)c(O)c2ccccc21 | 1.7 | -7 | -7 | 3 | 4 |
| 9 | Cc1cccc(N2C(=O)/C(=C/N3CCN(C(=O)c4ccco4)CC3)C(=O)NC2=S)c1 | -0.7 | 11 | 30* | -2 | -8 |
| 10 | CCN(CC)C(=O)c1ccc(NC(=O)COC(=O)c2ccc(Cl)s2)cc1 | 1.9 | 2 | x | -4 | 5 |
| 11 | O=P(Nc1cccc(F)c1)(Oc1ccccc1F)Oc1ccccc1F | 2.1 | -4 | -5 | 2 | -3 |
| 12 | CCOc1cccc(C2NCc3ccccc3-n3cccc32)c1O (centres undefined) | 2.7 | 4 | 1 | -5 | -6 |
| 13 | COC(=O)C1(C(=O)O)Cc2cc([N+](=O)[O-])ccc2N2CCCC21 (centres undefined) | 0.2 | -8 | 4 | 0 | 2 |
| 14 | CCCCCCn1c(O)c(/C=N/N2CCCCCC2)c(=O)[nH]c1=O | -0.1 | 6 | -3 | -1 | -6 |
| 15 | CN1C(=O)N(C)C(=O)C(CCc2ccncc2)(CCc2ccncc2)C1=O | -1.4 | 6 | -5 | -4 | 0 |

| cpd | procasp7 counter | CTSL1 counter | Efflux pump mplx | core dimer inh |
| --- | --- | --- | --- | --- |
| 1 | 8 | -3 | 0.0 | 0 |
| 2 | -27 | 3 | 0.6 | -9 |
| 3 | -3 | 0 | -0.3 | 0 |
| 4 | -12 | -3 | 0.1 | 1 |
| 5 | -19 | 3 | 0.2 | 7 |
| 6 | 2 | 0 | -0.1 | -6 |
| 7 | -3 | 2 | -0.2 | -1 |
| 8 | 1 | -9 | 0.0 | -3 |
| 9 | -9 | -1 | 0.0 | -2 |
| 10 | -4 | x | 0.3 | x |
| 11 | -9 | 0 | 0.1 | 0 |
| 12 | -3 | -2 | 0.0 | -1 |
| 13 | -9 | 6 | 0.0 | 15 |
| 14 | -4 | -1 | 0.0 | -5 |
| 15 | 0 | 0 | 0.0 | 0 |

More structures follow:
| cpd | SMILES | PP5 primary | GASC-1 inh | TPT1 inhibitor | PP1 inh | procasp3 activ |
| --- | --- | --- | --- | --- | --- | --- |
| 16 | COC(=O)C1=C(c2ccc(C(C)=O)cc2)C[C@@H]2CC[C@H]1N2C(=O)NC1Cc2ccccc2C1 | -0.7 | 4 | x | -2 | -5 |
| 17 | O=c1[nH]c2ccccc2o1 | 5.3 | x | 0 | 2 | 5 |
| 18 | O=C(O)C(Cc1cnc[nH]1)NS(=O)(=O)c1ccc(Cl)cc1 (centres undefined) | -1.6 | 8 | -2 | -2 | -7 |
| 19 | O=C(O)CCn1cc(C=C2C(=O)NC(=S)NC2=O)c(-c2ccccc2)n1 | 1.3 | -2 | 0 | 2 | 2 |
| 20 | OCCOc1ccccc1 | -1.9 | 4 | 2 | -3 | -1 |
| 21 | CNC(=O)OCCc1nccn1C | 2.3 | -12 | -4 | -2 | 4 |
| 22 | Cc1cccc(-n2c(O)c(C=Nc3ccc(Br)cn3)c(=O)[nH]c2=O)c1 | -1.4 | 67 | 11 | -1 | -11 |
| 23 | C[n+]1c2ccccc2nc2ccc(NCCO)cc21 | 6.2 | -33 | -23 | 1 | 2 |
| 24 | Cc1ncc(CN2CCCC(C(=O)c3cccc(OC(C)C)c3)C2)s1 (centres undefined) | -3.5 | -5 | -1 | 0 | 2 |
| 25 | O=c1[nH]c(=O)n(C2CCCCCC2)c(O)c1C=NCCCN1CCOCC1 | 2.3 | 14 | 1 | -6 | 7 |
| 26 | O=[N+]([O-])c1ccc(Cl)c(Cl)c1Cl | 0.5 | 6 | x | -1 | 8 |
| 27 | Cc1cccc(-n2c(O)c(/C=N/Nc3nc4c(c(=O)n(C)c(=O)n4C)n3C)c(=O)[nH]c2=S)c1 | -1.5 | 0 | 7 | -1 | -28 |
| 28 | CN(C)C(CNC(=O)Cc1c(Cl)cccc1Cl)c1ccccc1 (centres undefined) | 5.2 | 7 | 0 | 1 | 6 |
| 29 | Fc1ccc(C[n+]2c(-c3ccccc3)cc(-c3ccccc3)cc2-c2ccccc2)cc1 | 1.7 | -5 | 0 | 3 | 9 |

| cpd | procasp7 counter | CTSL1 counter | Efflux pump mplx | core dimer inh |
| --- | --- | --- | --- | --- |
| 16 | -1 | x | -0.1 | x |
| 17 | -2 | -2 | 0.5 | -4 |
| 18 | -5 | -1 | 0.0 | 1 |
| 19 | -10 | 0 | 0.1 | 2 |
| 20 | 5 | -2 | -0.1 | 0 |
| 21 | 3 | -8 | 0.1 | -5 |
| 22 | -19 | 3 | -0.1 | -4 |
| 23 | -8 | 38* | 1.8* | -102 |
| 24 | 7 | 1 | 0.0 | -4 |
| 25 | -6 | 0 | 0.1 | -6 |
| 26 | 3 | x | 0.0 | x |
| 27 | -29 | -2 | 0.7 | -31 |
| 28 | 7 | -1 | 0.1 | -1 |
| 29 | 9 | 0 | 0.0 | 2 |

Among those listed so far, these contain sulfur:
| cpd | SMILES | PP5 primary | GASC-1 inh | TPT1 inhibitor | PP1 inh | procasp3 activ |
| --- | --- | --- | --- | --- | --- | --- |
| 2 | O=C1N=c2ccccc2=C/C1=C\c1c(O)[nH]c(=S)[nH]c1=O | 1.0 | 1 | -2 | 1 | -19 |
| 3 | CC(=O)Nc1cc(C(=O)N2CCC3(CC2)OCCO3)ccc1S(=O)(=O)c1ccc(Cl)cc1 | 0.1 | -4 | 2 | -5 | 1 |
| 5 | CCOc1ccc(N2C(=O)/C(=C\c3cccs3)C(=O)NC2=S)cc1 | -0.8 | -4 | 11 | -1 | -18 |
| 6 | S=P(Nn1cnnc1)(c1ccccc1)c1ccccc1 | 2.1 | 4 | -1 | -3 | 6 |
| 7 | CC(=O)C1C2c3ccccc3O[C@@]1(C)N=c1s/c(=C/c3ccoc3)c(=O)n12 (some centres undefined) | 0.2 | -9 | 7 | 3 | 2 |
| 8 | CCCCCCn1c(=O)c(C(=O)Nc2nc(CC(=O)OCC)cs2)c(O)c2ccccc21 | 1.7 | -7 | -7 | 3 | 4 |
| 9 | Cc1cccc(N2C(=O)/C(=C/N3CCN(C(=O)c4ccco4)CC3)C(=O)NC2=S)c1 | -0.7 | 11 | 30* | -2 | -8 |
| 10 | CCN(CC)C(=O)c1ccc(NC(=O)COC(=O)c2ccc(Cl)s2)cc1 | 1.9 | 2 | x | -4 | 5 |
| 18 | O=C(O)C(Cc1cnc[nH]1)NS(=O)(=O)c1ccc(Cl)cc1 (centres undefined) | -1.6 | 8 | -2 | -2 | -7 |
| 19 | O=C(O)CCn1cc(C=C2C(=O)NC(=S)NC2=O)c(-c2ccccc2)n1 | 1.3 | -2 | 0 | 2 | 2 |
| 24 | Cc1ncc(CN2CCCC(C(=O)c3cccc(OC(C)C)c3)C2)s1 (centres undefined) | -3.5 | -5 | -1 | 0 | 2 |
| 27 | Cc1cccc(-n2c(O)c(/C=N/Nc3nc4c(c(=O)n(C)c(=O)n4C)n3C)c(=O)[nH]c2=S)c1 | -1.5 | 0 | 7 | -1 | -28 |

| cpd | procasp7 counter | CTSL1 counter | Efflux pump mplx | core dimer inh |
| --- | --- | --- | --- | --- |
| 2 | -27 | 3 | 0.6 | -9 |
| 3 | -3 | 0 | -0.3 | 0 |
| 5 | -19 | 3 | 0.2 | 7 |
| 6 | 2 | 0 | -0.1 | -6 |
| 7 | -3 | 2 | -0.2 | -1 |
| 8 | 1 | -9 | 0.0 | -3 |
| 9 | -9 | -1 | 0.0 | -2 |
| 10 | -4 | x | 0.3 | x |
| 18 | -5 | -1 | 0.0 | 1 |
| 19 | -10 | 0 | 0.1 | 2 |
| 24 | 7 | 1 | 0.0 | -4 |
| 27 | -29 | -2 | 0.7 | -31 |
